TGFb SMAD3 inh = qHTS for Inhibitors of TGF-b. AID 588855, 2011. HepG2 CAGA-GFP TGF-b/SMAD3 reporter, GFP fluorescence, 18 h; TGF-beta stimulated, 500 pg/mL final. 410,000 tested, 1.2% active. Potency, µM (top dose mostly 46.1 µM), for the others: top-dose activity, negative = inhibition, most hits filed as inhibitors; note: potency is the fitted concentration of half-maximal effect; % is set by controls: 0 for no effect and ±100 for the full control effect; nearly all actives have a fitted effect of over 65% in size
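Smad-responsive CAGA-GFP expression was quantified in HEPG2 cells exposed to compounds and 500 pg/mL final TGF-beta for 18 h at 37 degrees C; unstimulated wells defined full inhibition.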
HepG2 viability = qHTS for Inhibitors of TGF-b: Cytotox Counterscreen | Potency, µM (series often up to 46.1 µM), inactives show at the highest dose activity change, negative = cytotoxicity, actives largely listed as cytotoxic | HepG2 CAGA-GFP viability, ATP luminescence, 18 h | AID 588856, 2011 | 410,000 tested, 0.76% active; note: potency is the fitted concentration of half-maximal effect; some results filed as inactive show a strong effect at the top dose
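CellTiter-Glo luminescence gave cytotoxicity after 18 hours at 37 degrees C. The cells were HepG2 CAGA-GFP in 1% FBS DMEM, stimulated with 500 pg/mL TGF-beta after compound addition. %Activity was normalised to no-cell wells (complete cell-killing) and DMSO (no toxicity), and curves were fitted and classified.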
ATXN2 expr inh = Primary qHTS for Inhibitors of ATXN expression. 360,000 tested, 0.72% active. HEK-293 ATXN2-luciferase reporter, luminescence, 24 h. AID 1745845, 2022. Potency, µM (series often up to 57 µM), for inactives: at the highest dose activity change, negative = inhibition, usual class: inhibitors; note: potency is the fitted concentration of half-maximal effect; % is set by controls: 0 for no effect and ±100 for the full control effect; nearly all actives have a fitted effect of over 55% in size
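qHTS (up to 57 uM final) was run with 24 h compound exposure of reporter cells at 37 °C. Each well was multiplexed: SteadyGlo luminescence measured ATXN2-luciferase expression after a fluorogenic Gly-Phe-AFC viability readout (25 uM final).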
A549 viability = Nrf2 qHTS screen for inhibitors: counterscreen for cytotoxicity; A549 ARE-Fluc cells, CellTiter-Fluor viability, 18-24 h; Potency, µM (top dose mostly 46 µM), inactives show top-dose activity change, negative = cytotoxicity, usual class: inhibitors; 390,000 tested, 0.16% active; AID 504648, 2011; note: potency is the fitted concentration of half-maximal effect; % is set by controls: 0 for no effect and ±100 for the full control effect
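A549 ARE_Fluc cells in 5% FBS OPTI-MEM were exposed to compounds in concentration-response for 18-24 h at 37 deg C. Viability was read by CellTiter-Fluor fluorescence (Ex 405/Em 525) after 30 min, before the luciferase read.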
Nrf2 inh = Nrf2 qHTS screen for inhibitors. A549 ARE-Fluc reporter, luciferase luminescence, 18-24 h. AID 504444, 2011. 360,000 tested, 2.1% active. Potency, µM (top dose mostly 46 µM), without a hit: top-dose activity change, negative = inhibition, usual class: inhibitors; note: potency is the fitted concentration of half-maximal effect; % is set by controls: 0 for no effect and ±100 for the full control effect; nearly all actives have a fitted effect of over 60% in size
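In this cell-based qHTS, ARE-driven firefly luciferase in A549 cells reports Nrf2 activity; the luminescent signal after BugLite lysis is the measured value, with a prior CellTiter-Fluor read for cell health.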
IL-2 act = qHTS of IL-2 Activators; IL-2 activation reporter assay, cell-based qHTS; stimulated with anti-CD3/CD4/CD28 beads; in transgenic mouse T cells; activation, % (series mostly up to about 46 µM); 360,000 tested, 0.065% active; in the data active = activation above about 50%; inconclusive = mostly about 30% to 49%; note: 0% is about no effect
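EGFP and DsRed fluorescence is measured by plate cytometry in unstimulated transgenic mouse T cells exposed to compound for 60 minutes, then stimulated 18 hours at 37 degrees C with anti-CD3/anti-CD4 beads plus anti-CD28.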
ATXN viability = Viability Counterscreen for Primary qHTS for Inhibitors of ATXN expression; S2 cells (HEK-293 line with an ATXN2-luciferase reporter) viability, CellTiter-Fluor protease fluorescence, 24 h; AID 651635, 2014; 400,000 tested, 0.49% active; Potency, µM (doses to about 56.7 µM), actives largely listed as cytotoxic; note: potency is the fitted concentration of half-maximal effect; nearly all actives have a fitted effect of over 40% in size
Nrf2 activator = qHTS of Nrf2 Activators; Potency, µM (series often up to 46.1 µM), for inactives: at the highest dose activation, usual class: activators; AREc32 ARE-luciferase reporter (MCF7-derived line), luminescence, 24 h; 410,000 tested, 0.31% active; note: potency is the fitted concentration of half-maximal effect; % of control where 0% means no effect; nearly all actives have a fitted effect of over 65% in size
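Quantitative high-throughput format: AREc32 reporter cells, 1000 per well, received compound by pin transfer and were incubated 24 hr at 37 deg C, 5% CO2, before Steady-Glo luminescence detection.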
EPAC2 ag = qHTS for Agonist of cAMP-regulated guanine nucleotide exchange factor 4 (EPAC2): primary screen; Rap guanine nucleotide exchange factor 4 (Homo sapiens), Q8WZA2; EPAC2 activation, biochemical qHTS; response scale: 100% = 6.5 mM cAMP response; Potency, µM (titrated, usually from 154 µM), without a hit: at the top dose activation, most hits filed as activators; 360,000 tested, 0.079% active; note: potency is the fitted concentration of half-maximal effect; nearly all actives have a fitted effect of over 50% in size
Target sequence (Q8WZA2 whole entry, looked up): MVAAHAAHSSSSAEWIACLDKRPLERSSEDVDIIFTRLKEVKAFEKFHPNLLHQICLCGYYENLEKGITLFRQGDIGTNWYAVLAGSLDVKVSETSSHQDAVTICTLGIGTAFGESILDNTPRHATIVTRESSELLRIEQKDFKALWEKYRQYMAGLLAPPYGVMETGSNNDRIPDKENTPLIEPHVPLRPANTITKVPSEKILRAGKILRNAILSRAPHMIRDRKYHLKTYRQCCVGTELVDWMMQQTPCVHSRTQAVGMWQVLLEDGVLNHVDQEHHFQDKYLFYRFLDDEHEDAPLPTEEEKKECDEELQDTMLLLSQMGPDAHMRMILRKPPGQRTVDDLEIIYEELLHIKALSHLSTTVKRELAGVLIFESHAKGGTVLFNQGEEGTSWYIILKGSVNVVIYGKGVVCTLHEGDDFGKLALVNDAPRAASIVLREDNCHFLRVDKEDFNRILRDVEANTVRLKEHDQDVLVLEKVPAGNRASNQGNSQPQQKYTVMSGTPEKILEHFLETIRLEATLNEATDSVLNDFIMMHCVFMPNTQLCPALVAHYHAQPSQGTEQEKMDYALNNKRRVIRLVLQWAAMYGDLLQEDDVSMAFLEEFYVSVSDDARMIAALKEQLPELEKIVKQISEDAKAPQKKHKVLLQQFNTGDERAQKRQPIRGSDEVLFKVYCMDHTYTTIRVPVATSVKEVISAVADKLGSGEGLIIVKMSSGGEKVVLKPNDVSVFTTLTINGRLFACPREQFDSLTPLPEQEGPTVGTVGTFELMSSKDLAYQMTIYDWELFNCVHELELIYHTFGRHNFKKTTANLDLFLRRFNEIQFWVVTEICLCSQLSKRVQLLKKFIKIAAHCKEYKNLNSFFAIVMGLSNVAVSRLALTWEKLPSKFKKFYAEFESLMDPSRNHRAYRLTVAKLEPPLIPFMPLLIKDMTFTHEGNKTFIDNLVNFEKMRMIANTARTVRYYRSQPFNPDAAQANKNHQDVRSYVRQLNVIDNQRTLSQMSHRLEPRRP
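Each well held 100 nM EPAC2, 250 nM RAP1B-BODIPY-GDP and 50 uM GDP. Fluorescence, read at 5-min intervals to 30 min, was referenced to a 6.5 mM cAMP positive control.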
* hit, by the source's call; i = inactive; ? = inconclusive; . = no result given; [ ] = remark or other dose. Unless noted, calls come from the whole dose curve; as a rule, active = well fitted curve in the direction sought with a large enough effect; inconclusive = small, poorly fitted or top-dose-only effect, or another doubt; inactive = no such curve, though single readings can be large; an effect the other way counts as inactive or inconclusive.

compound	TGFb SMAD3 inh	HepG2 viability	ATXN2 expr inh	A549 viability	Nrf2 inh	IL-2 act	ATXN viability	Nrf2 activator	EPAC2 ag
Cn1ccsc1=NC(=O)c1ccccc1F	-10.0%	8.0%	-4.7%[11.3 µM]	-0.5%	?	1.4	i	3.1%	2.3%
O=C(COC(=O)CCc1nc2ccccc2s1)Nc1cccc(S(=O)(=O)N2CCOCC2)c1	0.0%	-7.5%	.	-5.4%	5.6%	-0.8	.	-0.3%	2.7%
CCCSc1cc(=O)n(-c2ccccc2)nc1C(=O)OCC	-0.1%	4.6%	-3.8%	-7.4%	-11.2%	-2.8	i	0.0%	8.4%
C=CCNC(=O)c1ccc(-c2nc(-c3ccc(Cl)c(Cl)c3)cs2)cc1	4.3%	3.4%	.	-7.5%	?	-1.7	.	-0.5%	0.0%
Cc1cccc(C)c1OCCCN1CCOCC1	?	7.3%	2.7%	1.2%	-3.8%	-3.6	i	0.0%	9.6%
CCN(CC)S(=O)(=O)c1cc(NC(=O)c2cc(-c3ccccn3)nc3ccccc23)ccc1C	-3.8%	-19.8%	-36.4%	0.0%	?	-0.3	?	-0.2%	6.3%
CC(C)c1ccc(N=c2c([N+](=O)[O-])nn(-c3ccc4c(c3)OCCO4)n2O)cc1	-28.9%	-38.1%	-30.7%	?	-26.4%	-0.5	?	3.3%	-9.9%
COc1ccc(S(=O)(=O)Nc2ccccc2C(=O)NCc2cccnc2)cc1C	?	5.9%	?	4.8%	7.6%	0.4	i	0.7%	-3.3%
Cc1cc(Nc2ccc(C(=O)N3CCCCC3)cc2)c2cccc(C)c2n1	-3.7%	-18.7%	-12.4%	-11.5%	5.1%	-0.8	i	0.1%	-5.0%
COC(C[C@H](O)C[C@H](O)[C@@H](C)OCc1ccccc1)OC	-32.4%	-4.8%	1.6%	0.8%	1.6%	0.2	i	-1.4%	3.5%
COc1ccc(NC(=O)c2ccccc2)c([N+](=O)[O-])c1	-5.9%	-9.3%	38.5%[activator]	-10.0%	?	1.0	i	6.1%	-6.5%
CCCn1c(N)c(N(CCOC)C(=O)c2cc(Cl)nc3ccccc23)c(=O)[nH]c1=O	?	2.0%	8.3%	-4.5%	11.3%	2.2	?	-0.5%	-0.1%
O=C(CCc1nnc2ccc(NCc3ccco3)nn12)Nc1cccc(F)c1	-9.1%	-28.6%	-5.1%	?	0.4%	-2.6	i	4.8%	7.2%
CCOC(=O)c1ccccc1NC(=O)CN(c1cccc(C)c1C)S(=O)(=O)c1ccccc1	-37.3%	-14.6%	8.6%	-2.3%	-20.1%	.	i	0.3%	.
COC(=O)c1sccc1NC(=O)c1sccc1C	-2.6%	-13.7%	-7.2%	0.1%	-3.8%	-2.5	i	?	10.3%
O=C1CS(=O)(=O)C2(C(=O)Nc3ccccc32)N1c1cccc(Cl)c1 (centres undefined)	?	-34.3%	9.4%	-8.6%	15.1%	.	i	5.0%	.
CCOC(=O)c1ccc(NC(=O)c2cccc3c2C(=O)N(CC2CCCO2)C3)cc1 (centres undefined)	0.9%	-11.8%	-0.7%	-5.8%	?	-4.0	i	7.2%	6.6%
O=C(CN1CCN(C2CCCCC2)CC1)NCCC1=CCCCC1	-13.1%	0.5%	8.3%	-3.0%	2.3%	-1.9	?	0.1%	7.0%
Cn1c(N)c(C(=O)COC(=O)/C=C/c2cccc(C(F)(F)F)c2)c(=O)n(C)c1=O	-3.6%	-14.6%	-2.5%	1.3%	-28.5%	2.5	i	11.1%	-15.0%
O=C(CSc1cccc[n+]1[O-])Nc1cccc(S(=O)(=O)NC2=NCCCCC2)c1	-21.2%	-12.5%	.	-1.7%	3.1%	1.4	i	-0.3%	4.5%
COc1cccc2sc(N(Cc3cccnc3)C(=O)COc3ccccc3)nc12	0.0%	-30.9%	.	4.9%	.	.	.	3.6%	.
CC(=O)N1c2ccc(S(=O)(=O)N3CCCC(C(=O)Nc4ccc(C)cc4C)C3)cc2CC1C (centres undefined)	-22.5%	-4.6%	0.2%	-9.0%	?	-2.3	i	0.4%	-7.5%
COc1cc(-c2cn(S(=O)(=O)c3cccc4nsnc34)nc2N)cc(OC)c1OC	19.6%	-15.1%	15.7%	?	-18.9%	0.3	i	3.9%	16.4%
COc1cccc(NC(=O)c2ccncc2)c1	-19.8%	-6.3%	12.5%	-10.1%	7.5%	-0.9	i	0.1%	-8.1%
Cc1cc(C(=O)OCC(=O)N2CC(C)CC(C)C2)c(C)o1 (centres undefined)	17.9%	-1.6%	-0.7%	-1.0%	?	-2.8	i	-0.5%	7.2%

The list goes on, overlapping the part above by three compounds.
compound	TGFb SMAD3 inh	HepG2 viability	ATXN2 expr inh	A549 viability	Nrf2 inh	IL-2 act	ATXN viability	Nrf2 activator	EPAC2 ag
COc1cc(-c2cn(S(=O)(=O)c3cccc4nsnc34)nc2N)cc(OC)c1OC	19.6%	-15.1%	15.7%	?	-18.9%	0.3	i	3.9%	16.4%
COc1cccc(NC(=O)c2ccncc2)c1	-19.8%	-6.3%	12.5%	-10.1%	7.5%	-0.9	i	0.1%	-8.1%
Cc1cc(C(=O)OCC(=O)N2CC(C)CC(C)C2)c(C)o1 (centres undefined)	17.9%	-1.6%	-0.7%	-1.0%	?	-2.8	i	-0.5%	7.2%
Cc1ccccc1N1CCN(C2CCCN(C(=O)c3ccnn3C)C2)CC1 (centres undefined)	?	-12.8%	-3.2%	16.6%	-3.1%	-3.7	i	-0.6%	5.1%
COCCN(C(=O)COC(=O)CCSc1ccc(F)cc1)c1c(N)n(Cc2ccccc2)c(=O)[nH]c1=O	0.0%	-0.2%	1.4%	-1.3%	0.7%	-3.2	i	-0.1%	-7.9%
Cc1cc2c(NCCc3ccccc3)ncnc2s1	-9.1%	-23.8%	2.8%	4.5%	13.2%	-4.1	i	3.5%[9.22 µM]	3.4%
O=C(/C=C/c1ccc(Cl)c([N+](=O)[O-])c1)c1ccc(O)cc1	?	-105.7%	?	-2.2%	4.9%	-3.0	.	-2.2%	-6.0%
CCOC(=O)Cc1csc(NC(=O)CN(C)S(=O)(=O)c2ccc3c(c2)CCC(=O)N3)n1	1.4%	-15.6%	1.6%	-1.9%	8.7%	-0.9	i	-0.6%	-3.8%
COc1ccccc1CN1C(=O)c2ccncc2C1=O	-3.7%	4.6%	-5.5%	-1.5%	.	2.8	i	2.0%	3.9%
Cc1cccc(NC(=O)CN2C(=O)CNC2=O)c1	?	1.6%	-0.2%	-5.1%	3.7%	-0.4	i	-0.2%	6.5%
Cc1c(N2C(=O)/C(=C/c3ccccc3)SC2=S)c(=O)n(-c2ccccc2)n1C	7.0%	-28.3%	2.0%	-8.3%	-34.4%	-4.0	i	?	11.5%
Nc1ncnc2c1CN(Cc1ccccc1)CC2	24.6%	3.4%	0.5%	0.4%	-2.9%	0.6	i	0.5%	7.2%
Cc1ccccc1-c1noc(-c2ccc(NC3CCCC3)c([N+](=O)[O-])c2)n1	7.4%	14.0%	3.1%	4.3%	23.8%	.	i	0.6%	.
O=C(CSc1nncn1-c1ccccc1)N1CCCC1	0.1%	-15.0%	16.6%	0.8%	-3.5%	0.0	i	-0.3%	5.8%
Cc1c(C(=O)C(C)C)n(C)c2ccccc12	26.1%	6.5%	10.5%	?	.	2.2	i	1.8%	-0.2%
CN(C(=O)c1cccc(NC(=O)C2CCN(C(=O)OC(C)(C)C)CC2)c1)C1CCC1	-15.8%	0.4%	-18.6%	-2.5%	-22.6%	-0.8	?	0.4%	-4.1%
COc1ccc(/C=C2\SC(=O)N(CCNC(=O)C3CC4C=CC3C4)C2=O)cc1 (centres undefined)	6.7%	-27.1%	61.6%[activator]	0.6%	?	-0.6	i	3.9%	22.7%
Cc1ccccc1C(=O)Nc1cccc(-c2cn3cccnc3n2)c1	29.6%	0.3%	-8.2%	-0.2%	.	.	i	3.4%	.
CCN1CCN(c2nc3c(C)cccn3c(=O)c2/C=C(\C#N)C(=O)NC)CC1	21.5%	-23.6%	-18.6%	-4.6%	9.5%	-1.9	.	-0.2%	4.9%
O=C(NCc1ccc2c(c1)OCO2)c1c(F)c(F)c(F)c(F)c1F	6.9%	-12.6%	1.0%	6.7%	7.1%	-3.6	i	13.9%	-1.9%
O=C(Nc1ccc(C(=O)N2CCCCC2)cc1)c1ccccc1Cl	-6.8%	-0.8%	3.9%	-15.6%	3.5%	-2.0	?	-0.6%	-3.4%
CCOC(=O)c1c(NC(=O)C2CC=CCC2C(=O)O)sc(C)c1CC (centres undefined)	-20.4%	-56.1%	.	1.5%	-15.8%	-1.1	i	2.5%	-5.4%

Bioassay records as filed in PubChem.
